High-throughput results: PubChem, Sanford-Burnham Center for Chemical Genomics
ER stress surv: ER stress cell death inhibition. CSM14.1 thapsigargin ER stress survival, ATP luminescence. 48,000 tested, 0.33% active. relative survival (cellular ATP), % at 15 µg/mL (by protocol);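 active = survival measured by cellular ATP above 50% at 15 µg/ml in the first screen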;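 also: cell death triggered by about 15 µM thapsigargin; ATP read 24 h after thapsigargin was added; plate controls were thapsigargin with DMSO for no effect and DMSO without thapsigargin for full effect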
Starred values were filed as active, the others as inactive. A portion of the library; rates above refer to the full screens.

smiles,ER stress surv
Cc1ccc(S(=O)(=O)Nc2cccc3ccccc23)cc1[N+](=O)[O-],1.1
CCOC(=O)C(C)Oc1ccc2oc(C)c(C(=O)OCCOC)c2c1 (stereo unspecified),4.2
CC(=O)Nc1ccc(N2C(=O)C3C4c5ccccc5C(c5ccccc54)C3C2=O)cc1Cl (stereo unspecified),5.7
N=c1sc(Cc2ccccc2Cl)cn1CC(=O)c1ccc(Br)cc1,-3.4
Cc1ccccc1/C=N/N1CCN(Cc2ccccc2Cl)CC1,7.7
CCCOC(=O)c1ccc(NC(=O)COc2ccc(C(C)C)cc2)cc1,0.8
NNC(=O)c1n[nH]c2c1CCCCCCCCCC2,-1.8
COc1ccc2oc(=O)c(-c3ccc(I)cc3)cc2c1,8.0
COC(=O)c1ccc(NC(=O)CSC(N)=O)cc1,5.5
Cc1cccc(C(=O)O/N=C(\c2ccncc2)c2ccc([N+](=O)[O-])cc2)c1,3.4
Cc1ccc(N(C)C)cc1NC(=O)CCC(=O)O,5.7
CC1CCc2c(sc3nc(-c4cccs4)oc(=O)c23)C1 (stereo unspecified),7.5
CCOc1ccc(NC(=O)/C(=C\c2cccnc2)NC(=O)c2ccc(C)cc2)cc1,1.2
Cc1cc([N+](=O)[O-])c2[nH]c(C(=O)N/N=C/c3ccncc3)c(-c3ccccc3)c2c1,5.4
CCOC(=O)c1c(C)[nH]c(/C=C2\C(=O)C=Cc3ccccc32)c1O,-1.6
CC(=O)c1cccc(NC(=O)/C=C/c2ccccc2)c1,-8.8
COc1ccc(N2C(=O)CC(Cc3ccccc3OC)C2=O)cc1 (stereo unspecified),0.1
O=C(/C=C/c1ccccc1)NC(=S)Nc1cccc(C(F)(F)F)c1,5.2
CC1CC(Nc2ccccc2)c2ccccc2N1C(=O)/C=C/c1ccco1 (stereo unspecified),50.8*
Cc1ccc(NC(=O)c2ccncc2)cc1,4.5
Cc1ccc(CNC(=O)C(=O)NCc2ccccc2)cc1,0.5
O=C(CC(c1ccccc1)c1ccccc1)Nc1ccc2c(c1)OCO2,6.5
COc1ccc(C(C)(C)C)cc1NC(=O)C1CC(=O)N(c2ccccc2)C1 (stereo unspecified),-0.8
Cc1nnc(SC(=O)Cn2c3ccccc3c3ccccc32)s1,-1.7
CN1C(=O)/C(=C\c2ccc(OC(=O)c3ccc(Cl)cc3)cc2)SC1=S,6.8
COc1ccc(CN2CCN(Cc3c[nH]c4ccccc34)CC2)cc1,-3.3
CN(C)C=NC1=NN(c2ccccc2)CC1,5.1
CN(C(=O)c1cccs1)c1ccccc1C(=O)O,4.8
COc1cccc2cc(C(=O)Nc3ccccc3C(=O)O)c(=O)oc12,13.2
O=C(COc1ccccc1Cl)Nn1cnnc1,8.5

Laid out differently: 3 of the compounds above
> COc1ccc2oc(=O)c(-c3ccc(I)cc3)cc2c1
  ER stress surv: 8.0

> COc1cccc2cc(C(=O)Nc3ccccc3C(=O)O)c(=O)oc12
  ER stress surv: 13.2

> CCCOC(=O)c1ccc(NC(=O)COc2ccc(C(C)C)cc2)cc1
  ER stress surv: 0.8

Sorted by SMILES length (rising): some entries from above.
smiles,ER stress surv
COC(=O)c1ccc(NC(=O)CSC(N)=O)cc1,5.5
CC1CC(Nc2ccccc2)c2ccccc2N1C(=O)/C=C/c1ccco1 (stereo unspecified),50.8*
Cc1cc([N+](=O)[O-])c2[nH]c(C(=O)N/N=C/c3ccncc3)c(-c3ccccc3)c2c1,5.4

Further records:
smiles,ER stress surv
CCc1nnc(NS(=O)(=O)c2ccc(NS(=O)(=O)c3ccc4ccccc4c3)cc2)s1,8.1
CCOc1ccc(S(=O)(=O)N(CC(=O)NCc2ccco2)c2ccc(C)cc2)cc1,5.3
O=C1c2cccc3ccc(Cl)c(c23)C(=O)N1Oc1ccc([N+](=O)[O-])cc1[N+](=O)[O-],6.2
Cc1cc(OCCCCCCN2CCCC2)cc(C)c1Cl,-16.3
CC(C)OC(=O)c1c(NC(=O)c2cccnc2)sc2c1CCCCC2,5.7
O=[N+]([O-])c1ccc(CNC2CCCc3ccccc32)cc1 (stereo unspecified),-7.2
COc1ccc(CNC(=O)c2cc3n(n2)C(C(F)(F)F)CC(c2ccc(Cl)c(Cl)c2)N3)cc1 (stereo unspecified),6.5
NC1=NC(c2ccccc2)n2c(nc3ccccc32)N1 (stereo unspecified),-6.9
CN1C(=O)C(=Cc2ccc(OCc3ccccc3F)cc2)C(=O)N(C)C1=O,9.2
Oc1c(/C=C2/C=Nc3ccccc32)sc(=S)n1Cc1ccccc1,11.0
CCc1ccc(NC(=O)COc2ccc(C)cc2)cc1,2.8
Cc1cccc(N2CCN(C(=S)c3ccc(OCc4ccccc4)cc3)CC2)c1,11.4
CC1=C(C(=O)Nc2ccc(Cl)cc2)C(c2ccccc2F)NC(=S)N1 (stereo unspecified),6.1
CCOC(=O)C1=C(N)OC2=C(C(=O)CC(C)(C)C2)C1c1cccc(Br)c1 (stereo unspecified),5.5
COc1cc(N2C(=O)NC(=O)/C(=C\c3cc(I)c(O)c(OC)c3)C2=O)c(OC)cc1Cl,-1.8
O=C(N(c1cccc(C(F)(F)F)c1)C1C=CS(=O)(=O)C1)C(F)(F)F (stereo unspecified),-5.7
O=C(CCC(=O)N/N=C/c1ccccc1C(F)(F)F)N/N=C/c1ccccc1C(F)(F)F,2.0
O=C(O)/C(=C\c1cccc(Br)c1)NC(=O)c1ccccc1,10.2
CCOC(=O)c1c(NC(=O)c2ccc3c(c2)OCO3)sc(C(=O)Nc2ccccc2F)c1C,2.4
C=CCOc1ccc(/C=C2\C(=O)C(C(=O)OC)=C(C)N2c2ccc(F)cc2)cc1,4.2
Cc1ccccc1/C=N/N1CCN(Cc2ccc(Cl)cc2)CC1,-0.7
c1ccc(C2=NNC3(CCCCCCC3)S2)cc1,4.3
O=C1CC(c2ccc3c(c2)OCO3)c2cc(Br)c3ccccc3c2N1 (stereo unspecified),-2.1
COc1cccc2c1NC(c1ccccc1Cl)C1CC=CC21 (stereo unspecified),-14.4
CCOC(=O)C(Nc1cc2oc3ccccc3c2cc1OC)c1ccccc1 (stereo unspecified),1.6
O=C(/C=C/c1ccc(F)cc1)NC1CC1,-2.5
COC(=O)c1ccc(/C=N/NC(=O)c2cc(-c3ccc4ccccc4c3)n[nH]2)cc1,5.1
O=C1ON=C(c2ccc(Cl)cc2)/C1=C/C=C/c1ccccc1,0.7
COc1ccc(NC(=O)CCC(C(C)=O)[N+](=O)[O-])cc1 (stereo unspecified),-0.1
COc1cc(/C=C2\C(=O)NC(=S)N(c3ccc(C(C)C)cc3)C2=O)ccc1O,8.1

The listing continues.
smiles,ER stress surv
COc1ccccc1/C=N/Nc1cc(N2CCOCC2)nc(N2CCOCC2)n1,8.0
Cc1ccccc1NC(=O)c1cccnc1,-1.0
O=C1NC(=S)NC(=O)C1=Cc1ccccc1OS(=O)(=O)c1ccc([N+](=O)[O-])cc1,7.0
CCC(C(=O)N1CCCC1)c1ccccc1 (stereo unspecified),3.0
C/C(NCc1ccccc1)=C(\C#N)C(=O)NCc1ccccc1,0.8
Cc1cc(C)nc(SCC(=O)NCCc2ccccc2)n1,12.8
O=C(Nc1ccccc1O)c1cccc2c(Br)cccc12,2.9
O=C(Cc1ccccc1)N1N=C(c2ccc(F)cc2)CC1(O)C(F)(F)F (stereo unspecified),11.3
Cc1c(C(=O)NC(c2ccccc2)c2ccccc2)cccc1[N+](=O)[O-],3.6
O=C(CN(Cc1ccccc1)S(=O)(=O)c1ccc(Br)cc1)NCc1ccccn1,6.6
O=C(O)C1CCCCC1C(=O)Nc1nccs1 (stereo unspecified),-4.3
O=C1NN(c2ccc(Cl)cc2)C(=O)/C1=C\c1ccc(-c2ccc(Cl)c(C(=O)O)c2)o1,11.4
O=C(NCCN1CCCC1=O)c1ccccc1,3.3
N#Cc1c(N)nc2c(c1-c1ccc3c(c1)OCO3)CCCCC2,-1.2
O=C(O)c1ccc(S(=O)(=O)c2ccc(Sc3ccc(C(=O)O)c(C(=O)O)c3)cc2)cc1,-0.5
Cc1ccc(N2NC(=O)/C(=C/c3ccc(C)c([N+](=O)[O-])c3)C2=O)cc1Cl,11.7
CCOc1ccc2cc(S(=O)(=O)N3CCCCC3)ccc2c1,9.5
COc1ccc(N2C(=O)NC(=O)/C(=C/c3cccc(OC)c3O)C2=O)cc1,0.5
O=[N+]([O-])c1ccc(Nc2ccc(Br)cc2)nc1,-5.1
O=C(Nc1ccc(Cl)cn1)S(=O)(=O)c1ccccc1,-1.4
CC(C)c1ccccc1NC(=O)Cc1ccc(Br)cc1,7.3
O=C(NC(=S)Nc1cccc(-c2nc3ccccc3s2)c1)c1ccco1,7.6
Cc1sc(/N=C/c2c(O)ccc3ccccc23)c(C#N)c1C,5.7
O=C(c1ccc(F)cc1)N1CCN(Cc2cccc(Oc3ccccc3)c2)CC1,31.5
O=C(CCc1ccccc1)Nc1cc(C(=O)O)cc(C(=O)O)c1,2.9
CC(=O)N/N=C/c1cc(C)n(-c2cccc(Cl)c2Cl)c1C,-6.2
CC(C)C(C(=O)Nc1ccc(F)cc1)N1C(=O)c2ccccc2C1=O (stereo unspecified),10.2
CCc1ccc(NC(=O)CSc2nnc(C)s2)cc1,3.9
O=C1CC(c2ccccc2)CC2=C1C(c1ccc(F)cc1)Nc1ccccc1N2 (stereo unspecified),8.5
COc1ccc(-c2nc3ccccc3c(C(=O)Nc3ccc(C)cc3)c2C)cc1,2.6

As entered above:
`O=C1NN(c2ccc(Cl)cc2)C(=O)/C1=C\c1ccc(-c2ccc(Cl)c(C(=O)O)c2)o1` in ER stress surv → 11.4
`O=C(O)C1CCCCC1C(=O)Nc1nccs1` (stereo unspecified) in ER stress surv → -4.3

Other compounds:
smiles,ER stress surv
COc1ccc(CNC(=O)CSc2nc3ccccc3s2)cc1,9.0
COc1ccc(/C=C2\SC(=O)N(Cc3ccccc3)C2=O)cc1,-3.0
CC1(C)C(=O)N(Cc2ccc(Cl)c(Cl)c2)c2ccccc2N1C(=O)c1cccc([N+](=O)[O-])c1,-4.1
CCCOc1ccc(C(=O)N2CCN(c3ccc([N+](=O)[O-])cc3)CC2)cc1,12.7
O=C(O)CCN1C(=O)/C(=C/c2ccc(Cl)cc2Cl)SC1=S,7.9
O=C(N/N=C\c1cc(I)cc(I)c1O)c1ccc([N+](=O)[O-])cc1,-1.7
O=C(COc1ccccc1Cl)NNC(=O)c1ccc(O)cc1,9.7
Cc1ccc(NC(=O)c2ccc(Br)o2)cc1Cl,3.1
CC1CCc2c(sc(NC(=O)c3ccccc3Cl)c2C(=O)N2CCCCCC2)C1 (stereo unspecified),2.7
CCOC(=O)c1c(C)[nH]c(C=C2C(=O)CC(C)(C)CC2=O)c1O,2.4
COc1ccc(C(=O)N2CCN(Cc3ccc4c(c3)OCO4)CC2)cc1OC,8.7
Cc1ccc(C2Nc3ccccc3NC3=C2C(=O)CC(c2ccc4c(c2)OCO4)C3)s1 (stereo unspecified),11.8
O=C(N/N=C\c1cccc(Cl)c1Cl)c1cnccn1,14.9
Cc1ccc(C(C)C)c(OCC(=O)N/N=C/c2cc3c(cc2Cl)OCO3)c1,10.5
O=C(/C=C/c1ccccc1)NC(=S)Nc1ccc(I)cc1,2.9
CCCCCOC(=O)CSc1nnc(-c2ccccc2Cl)o1,6.6
O=C(NCc1ccccc1)c1ccc(CN2CCN(Cc3ccccc3)CC2)cc1,2.9
CC(C)OC(=O)C(=O)/C=C1\NC(C)(C)Cc2ccccc21,25.9
O=C1C(=O)N(c2cccc([N+](=O)[O-])c2)C(c2ccc3c(c2)OCO3)/C1=C(/O)c1ccccc1 (stereo unspecified),9.1
C#CCSc1nc2ccccc2n1C(=O)c1sc2ccccc2c1Cl,-3.7
COc1ccccc1C1NC(c2ccccc2OC)C2C(=O)C1C(c1ccccc1OC)NC2c1ccccc1OC (stereo unspecified),-1.9
O=C(c1ccc(Br)cc1)N1CCN(c2ccc(F)cc2)CC1,8.3
COc1ccc(NC(=O)COc2ccc(C(C)(C)c3ccccc3)cc2)c(OC)c1,10.5
Cc1cccc(NC(=O)c2ccc([N+](=O)[O-])cc2)c1,4.1
COC(=O)c1c(NC(=O)c2sc3cc(C)ccc3c2Cl)sc2c1CCCC2,3.2
Cc1ccccc1OCC(=O)Nc1ccc(NC(=O)c2ccco2)cc1,-3.8
CC1CCOP(=O)(C(Nc2ccc([N+](=O)[O-])cc2)c2ccc(Br)cc2)O1 (stereo unspecified),15.4
O=P(O)(O)CP(=O)(c1ccccc1)c1ccccc1,10.8
Cc1ccc(CNC(=O)C(=O)NCc2ccco2)cc1,2.3
Cc1cc(C)cc(NC(=O)C(=O)NCC(C)O)c1 (stereo unspecified),9.7

(next part)
smiles,ER stress surv
O=C(/C=C/c1cc2c(cc1Br)OCCO2)c1c(-c2ccccc2)c2cc(Cl)ccc2[nH]c1=O,-2.5
Nc1nonc1/C(=N/O)N1CCN(CCO)CC1,-0.2
COc1cc(/C=C2/SC(=S)N(CC(=O)Nc3ccccn3)C2=O)cc(OC)c1OC,4.4
CCCC(C)C1C(C#N)=C(N)Oc2n[nH]c(-c3ccccc3)c21 (stereo unspecified),-10.0
COc1ccc(OC)c(NC(=S)NC(NC(=O)Cc2ccccc2)C(Cl)(Cl)Cl)c1 (stereo unspecified),2.0
C/C(Cc1ccccc1)=N/NC(=O)c1cc(-c2ccccc2)nc2ccccc12,-3.3
O=C(Nc1ccccc1)C(C(=O)Nc1ccccc1)C12CC3CC(CC(C3)C1)C2,-1.6
O=C1NC(=S)NC(=O)C1=Cc1ccc(N2CCCCC2)c([N+](=O)[O-])c1,7.5
Cc1ccc(C(=O)NC(NC(=S)Nc2ccccc2)C(Cl)(Cl)Cl)cc1 (stereo unspecified),9.4
Cc1ccc(NC(=O)CN(c2ccc(C)c(Cl)c2)S(C)(=O)=O)c(C)c1,-0.7
